Assay outcomes: PubChem, National Center for Advancing Translational Sciences (NCATS)
FBPA Giardia inh: qHTS Assay for Inhibitors of Fructose-1,6-bisphosphate Aldolase from Giardia Lamblia | A8B2U2 | purified Giardia FBPA | Potency, µM (doses to about 59.6 µM), without a hit: at the highest dose activity, negative = inhibition, usual class: inhibitors | 0.71% of 290,000 active; further: potency means the concentration at half of the fitted maximal effect; on the % scale 0 is the no-effect control and ±100 the full control effect; nearly all actives have a fitted effect of over 55% in size
Target sequence (A8B2U2 whole entry, looked up): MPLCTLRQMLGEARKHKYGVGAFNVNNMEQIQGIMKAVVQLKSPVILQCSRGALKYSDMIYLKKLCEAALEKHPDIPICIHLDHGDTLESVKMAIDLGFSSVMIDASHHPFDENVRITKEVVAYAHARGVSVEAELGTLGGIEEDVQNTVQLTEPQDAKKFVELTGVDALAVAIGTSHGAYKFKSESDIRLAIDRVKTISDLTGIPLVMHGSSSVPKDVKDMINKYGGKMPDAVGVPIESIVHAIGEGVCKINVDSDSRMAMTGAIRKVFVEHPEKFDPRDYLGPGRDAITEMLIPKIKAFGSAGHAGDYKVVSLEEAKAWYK
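40 nM FBPA preincubated 10 min at RT with compound (up to 57.5 uM final), then substrate plus GAPDH/TPI/NAD/arsenate coupling and diaphorase/resazurin added. Fluorescence read after 20 min at RT, 525/598 nm.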
Shiga inhibitor: A qHTS for Small Molecule Inhibitors of Shiga Toxin | 9.2% of 290,000 active | Vero cells, Shiga toxin protein synthesis inhibition reporter | inhibition, % at 38.7 µM; in the data active means inhibition mostly above about 28%, no sharp cut-off; inactive means mostly below about 43%; further: 0% is about no effect
Sm TGR block: qHTS Assay for the Inhibitors of Schistosoma Mansoni Peroxiredoxins; Potency, µM (top dose mostly 114 µM), for inactives: at the highest dose activity change, negative = inhibition, usual class: inhibitors; Schistosoma mansoni thioredoxin glutathione reductase (TGR), Q962Y6; 3% of 360,000 active; purified TGR, DTNB reduction, TNB absorbance 405 nm; further: potency means the concentration at half of the fitted maximal effect; on the % scale 0 is the no-effect control and ±100 the full control effect; nearly all actives have a fitted effect of over 60% in size
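First, TGR (20 nM dispensed) and NADPH were mixed with compound. Second, a 15 min room-temperature incubation followed. Third, further NADPH and then DTNB were added to start the reaction. Finally, TNB absorbance was monitored kinetically.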
Pf growth 48h: Primary qHTS for delayed death inhibitors of the malarial parasite plastid, 48 hour incubation; 5.9% of 310,000 active; P. falciparum luciferase growth in erythrocytes, 48 h; AID 504832, 2011; Potency, µM (series often up to 28.7 µM), inactives show top-dose activity change, negative = inhibition, actives largely listed as inhibitors; further: potency means the concentration at half of the fitted maximal effect; on the % scale 0 is the no-effect control and ±100 the full control effect
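Read-out is firefly luciferase luminescence from an integrated reporter in P. falciparum, so falling signal marks reduced parasite growth. Infected erythrocytes were at 2% hematocrit and 0.1% parasitemia (final) in Albumax-supplemented RPMI 1640.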
Cycloheximide cs: Cycloheximide Counterscreen for Small Molecule Inhibitors of Shiga Toxin | cell reporter, cycloheximide protein synthesis inhibition counterscreen | max response, % | 12% of 300,000 active | AID 2314, 2010; in the data active means max response mostly above about 13%, no sharp cut-off; inactive means mostly below about 14%; further: read at 38.3 µM for the half of the compounds with a filed dose; 0% is about no effect
Pf growth 96h: Primary qHTS for delayed death inhibitors of the malarial parasite plastid, 96 hour incubation. P. falciparum luciferase reporter growth, 96 h. Potency, µM (series often up to 28.7 µM), for the others: top-dose activity change, negative = inhibition, actives largely listed as inhibitors. 6.9% of 320,000 active; further: potency means the concentration at half of the fitted maximal effect; on the % scale 0 is the no-effect control and ±100 the full control effect
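Parasite growth measured via integrated firefly luciferase reporter in P. falciparum. Infected erythrocytes at 2% hematocrit, 0.05% parasitemia final were treated 96 hours at 37 C under 5% CO2, and luminescence was read.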
Active calls of the source: *; i = inactive; ? = inconclusive; / = no result given; [ ] = dose if it differs, or a comment. Unless noted, the call rests on the fitted dose curve; in most records, active means well fitted curve in the direction sought with a large enough effect; inconclusive means small, poorly fitted or top-dose-only effect, or another doubt; inactive means no such curve, though single readings can be large; an effect the other way counts as inactive or inconclusive.

Results follow in this order: FBPA Giardia inh, Shiga inhibitor, Sm TGR block, Pf growth 48h, Cycloheximide cs, Pf growth 96h
1: Cc1nn(C)c(C)c1NC(=O)CSc1nc(-c2ccccc2Cl)nc2c1cnn2-c1ccccc1
 : 6%, -9, -6%, ?, -1, 0%
2: O=C1CCC/C(=N\NC(=O)c2ccc(COc3cccc4cccnc34)cc2)C1
 : 1%, 9, -4%, 7%, 1, -21%
3: CCc1[nH]nc2c1C(c1cccc(OC(=O)N3CCOCC3)c1)C(C#N)=C(N)O2 (configuration not stated)
 : -7%, -6, 3%, -1%, 2, -9%
4: O=C(Nc1ccccc1N1CCCCC1)C1CCN(C(=O)c2ccc(Cl)cc2)CC1
 : /, /, -1%, ?, /, 0%
5: CC(NC(=O)C(Cc1ccccc1)NC(=O)c1ccccc1)C(=O)O (configuration not stated)
 : 10%, -4, -7%, 22%, 1, 82%[activator]
6: CCCS(=O)(=O)c1c(S(=O)(=O)CCC)c2c(N)cccn2c1C(=O)c1ccccc1
 : ?, 15, 50µM*, /, 2, ?
7: CCN(C(=O)COC(=O)c1cccc(-n2cnnn2)c1)C1CCCCC1
 : 4%, 15, 1%, i, 3, 64%[activator]
8: CN(C)S(=O)(=O)c1ccc(NC(=O)c2ccccn2)cc1
 : -1%, 112*, -3%, 148%[activator], 34*, -3%
9: CCOC(=O)c1c(C)[nH]c(C(=O)CSc2nnc(C3CC3)n2N)c1C
 : -8%, 30, -2%, 0.33µM*, 17*, /
10: CC1CCCC(CC(=O)O)(CC(=O)O)C1 (configuration not stated)
 : 1%, 12, 0%, ?, 1, 0%
11: O=C(COc1ccc2c(c1)OCO2)NC12CC3CC(CC(C3)C1)C2
 : 1%, 44*, 7%, ?, 17*, 22%
12: CC1CC(=O)Nc2ccc([N+](=O)[O-])cc2N1C (configuration not stated)
 : 1%, -6, 2%, 9%, -2, -2%
13: O=C(CNC(=O)c1ccco1)NCC(=O)OC(C(=O)c1ccccc1)c1ccc(Cl)cc1 (configuration not stated)
 : 1%, 6, ?, -28%, -3, -26%
14: O=C(CSc1ccc2nnc(-c3cccnc3)n2n1)Nc1ccccc1C(F)(F)F
 : /, -3, 4%, 6%, -1, 31%[activator]
15: CCc1ccc(OCC(=O)NC(=S)Nc2cccc(CO)c2)c(Br)c1
 : -11%, 41, -18%, 143%[activator], 22*, /
16: CN(C)/N=C1\CCS(=O)(=O)c2sccc21
 : 1%, -14, /, -16%, -3, 7%
17: CC(c1ccc(Br)cc1)N1CC23C=CC(O2)C(C(=O)O)C3C1=O (configuration not stated)
 : -3%, -3, 2%, /, -3, 23%
18: CCCS(=O)(=O)Nc1c(OC)ccc2c1c(C(=O)OCC)c(C)n2C
 : -9%, 13, -17%, 10%, 3, ?
19: COC(=O)/C=c1/s/c(=C(\C#N)C(=O)NCc2ccco2)n(-c2ccc(C)cc2)c1=O
 : -10%, -15, 0%, 17%, -4, 15%
20: Cc1ccc(-n2nc(C)cc2NC(=O)c2ccc(C)s2)cc1
 : -1%, 25, 2%, /, 3, ?

Reformatted in transposed form: part of the list above
4	O=C(Nc1ccccc1N1CCCCC1)C1CCN(C(=O)c2ccc(Cl)cc2)CC1
5	CC(NC(=O)C(Cc1ccccc1)NC(=O)c1ccccc1)C(=O)O (configuration not stated)

| Screen / compound no. | 4 | 5 |
| --- | --- | --- |
| FBPA Giardia inh | / | 10% |
| Shiga inhibitor | / | -4 |
| Sm TGR block | -1% | -7% |
| Pf growth 48h | ? | 22% |
| Cycloheximide cs | / | 1 |
| Pf growth 96h | 0% | 82%[activator] |

(list continues)
Results follow in this order: FBPA Giardia inh, Shiga inhibitor, Sm TGR block, Pf growth 48h, Cycloheximide cs, Pf growth 96h
21: Cc1cccc(Cc2nnc(CCC(=O)N(CC3CC3)CC3CCCO3)o2)c1 (configuration not stated)
 : -1%, 58*, -13%, -16%, 47*, ?
22: O=C1C2CCCN2C(c2ccccc2)N1c1nccs1 (configuration not stated)
 : -25%, -12, -6%, ?, -1, 25%
23: C=C(C)c1cccc(C(C)(C)NC(=O)NCC2CCCO2)c1 (configuration not stated)
 : 2%, -14, ?, 7.4µM*, -1, 96%[activator]
24: CCOC(=O)CSc1nnc(-c2cccc(Br)c2)o1
 : 8%, -6, 0%, 8%, -2, /
25: COc1ccc(CCNc2oc(COc3ccccc3)nc2C#N)cc1
 : -8%, 20, -27%, -5%, 13, ?
26: CCc1nnc(NC(=O)CSc2nccn2-c2cc(C)cc(C)c2)s1
 : 1%, -19, 0%, /, -7, 0%
27: CC(Oc1cccc2c1OC(C)(C)C2)C(=O)O (configuration not stated)
 : 7%, 21, -3%, -4%, -2, -18%
28: O=C1CCCc2c1[nH]c1ccc(Cl)cc21
 : 0%, -2, -16%, 64%[activator], -1, ?
29: CCOC(=O)N1CCC(NC(=O)c2cc3c(-c4ccc(OC)c(OC)c4)nn(C)c3s2)CC1
 : -1%, -18, -7%, ?, 10, 9.3µM*
30: CN1C(=O)COc2ccc(C(=O)c3oc4ccccc4c3-c3cnc4c(c3)COc3ccccc3-4)cc21
 : -3%, -3, 6%, ?, -2, 6%
31: CC(OC(=O)c1cc2sccc2n1C)C(=O)NCc1ccco1 (configuration not stated)
 : 2%, 48, -2%, 0%, 8, -15%
32: Cc1nn(Cc2ccccc2)c(Cl)c1C(=O)NCCc1ccc(Cl)cc1
 : 4%, 18, -9%, ?, 14*, ?
33: Cc1ccc(/C=C2\SC(=S)N(CCCC(=O)NC3CCCC3)C2=O)cc1
 : 3%, 40, 5%, -19%, -7, ?
34: COc1ccc(S(=O)(=O)N2CCC(C(=O)NCCC3=CCCCC3)CC2)cc1OC
 : 5%, -4, -20%, ?, -1, ?
35: O=C(NNC(=O)c1cc2cc(Br)ccc2oc1=O)c1ccc(O)cc1O
 : -12%, 15, 1%, 12%, 7, 18%
36: COc1cccc(N2CCN(C(=O)CCc3nnc4ccc(N5CCOCC5)nn34)CC2)c1
 : -3%, -6, ?, -3%, -2, 12µM*
37: Cc1cc(NC(=O)CSCC(=O)Nc2ccccc2N2CCCCC2)no1
 : /, /, 2%, 13µM*, /, ?
38: CCc1ccc(Oc2cc(C)nc(N)n2)cc1
 : -2%, 65*, -4%, 191%[activator], 26*, 214%[activator]
39: O=C(Cc1c(O)c2ccccc2[nH]c1=O)NCc1ccc(F)cc1
 : -2%, -12, -21%, 8%, -1, ?
40: Cc1ccc(C)c(C(=O)COC(=O)c2cccc(N3C(=O)c4c(C)nc5ccccc5c4C3=O)c2)c1
 : 3%, 94*, -3%, 16%, 46*, 41%[activator]

A different layout for part of the listing above.
no. | molecule | FBPA Giardia inh | Shiga inhibitor | Sm TGR block | Pf growth 48h | Cycloheximide cs | Pf growth 96h
28 | O=C1CCCc2c1[nH]c1ccc(Cl)cc21 | 0% | -2 | -16% | 64%[activator] | -1 | ?
29 | CCOC(=O)N1CCC(NC(=O)c2cc3c(-c4ccc(OC)c(OC)c4)nn(C)c3s2)CC1 | -1% | -18 | -7% | ? | 10 | 9.3µM*
30 | CN1C(=O)COc2ccc(C(=O)c3oc4ccccc4c3-c3cnc4c(c3)COc3ccccc3-4)cc21 | -3% | -3 | 6% | ? | -2 | 6%
31 | CC(OC(=O)c1cc2sccc2n1C)C(=O)NCc1ccco1 (configuration not stated) | 2% | 48 | -2% | 0% | 8 | -15%
32 | Cc1nn(Cc2ccccc2)c(Cl)c1C(=O)NCCc1ccc(Cl)cc1 | 4% | 18 | -9% | ? | 14* | ?
33 | Cc1ccc(/C=C2\SC(=S)N(CCCC(=O)NC3CCCC3)C2=O)cc1 | 3% | 40 | 5% | -19% | -7 | ?
34 | COc1ccc(S(=O)(=O)N2CCC(C(=O)NCCC3=CCCCC3)CC2)cc1OC | 5% | -4 | -20% | ? | -1 | ?
35 | O=C(NNC(=O)c1cc2cc(Br)ccc2oc1=O)c1ccc(O)cc1O | -12% | 15 | 1% | 12% | 7 | 18%
36 | COc1cccc(N2CCN(C(=O)CCc3nnc4ccc(N5CCOCC5)nn34)CC2)c1 | -3% | -6 | ? | -3% | -2 | 12µM*
37 | Cc1cc(NC(=O)CSCC(=O)Nc2ccccc2N2CCCCC2)no1 | / | / | 2% | 13µM* | / | ?
38 | CCc1ccc(Oc2cc(C)nc(N)n2)cc1 | -2% | 65* | -4% | 191%[activator] | 26* | 214%[activator]

Next section.
Results follow in this order: FBPA Giardia inh, Shiga inhibitor, Sm TGR block, Pf growth 48h, Cycloheximide cs, Pf growth 96h
41: COCc1c(C(=O)OCC(=O)N2c3ccccc3NC(=O)C2(C)C)oc2ccccc12
 : -4%, -9, -4%, ?, 1, 12µM*
42: O=Cc1ccc(-c2ccc([N+](=O)[O-])cc2Cl)o1
 : 0%, 8, ?, 3%, 10, -15%
43: COC(=O)CSc1nc2ccc(NC(C)=O)cc2s1
 : 3%, -4, -18%, 30%, 2, -3%
44: Cc1ccn2cc(CNS(=O)(=O)c3ccc4ccccc4c3)nc2c1
 : /, -6, -10%, 3%, 9, ?
45: NS(=O)(=O)c1ccc2nc(NC(=O)C3CCCO3)sc2c1 (configuration not stated)
 : -2%, 38, -13%, 37%[activator], 3, 37%[activator]
46: O=C(NC1CC2CCCC(C1)N2C(=O)NC1CCCCC1)c1ccc(F)cc1 (configuration not stated)
 : 1%, -6, 6%, ?, -6, /
47: Cc1ccc(-n2cnn(-c3ccc([N+](=O)[O-])cc3[N+](=O)[O-])c2=O)cc1
 : 0%, -2, 7%, 3%, -2, ?
48: Cc1ccc(-c2nnc(SC(C)C#N)n2N)cc1 (configuration not stated)
 : 0%, 12, 0%, 37%[activator], 5, 32%[activator]
49: Cc1cc(NC(=O)Cn2nc(C(=O)O)c3ccccc3c2=O)ccc1Br
 : -13%, -19, -1%, 4%, -4, 30%
50: Cc1oc(-c2ccc(Cl)cc2)nc1CN1CCCC(C(=O)NCc2cccnc2)C1 (configuration not stated)
 : 12%, -6, 5%, 3%, 3, 0%
51: O=C(CSC1=NS(=O)(=O)c2cc(F)ccc2N1)Nc1ccccc1F
 : /, /, 6%, 13%, /, 60%[activator]
52: O=C(CSc1nc(-c2cccs2)cc(C(F)(F)F)n1)Nc1cc(OCC(F)(F)F)cc([N+](=O)[O-])c1
 : -4%, -3, 5%, ?, -3, 30%[activator]
53: CC1(C)Cc2ccccc2-c2n[nH]c(=S)n21
 : 0%, 15, 2%, 23%, -4, 40%[activator]
54: O=C(c1ncc[nH]1)c1ccccc1C(=O)N1CCOCC1
 : -24%, -17, 0%, 13%, -6, 20%
55: CCOC(=O)N/N=C/c1cc(OC)c(O)c(OC)c1
 : 3%, 6, 5%, 15%, -5, -1%
56: Cc1ccc(NCc2nnc(SCC(N)=O)n2CCc2ccccc2)cc1
 : -17%, -11, -2%, 12%, 2, -6%
57: Cc1ccc(C(=O)OCC(=O)N2CCNC2=O)c(C)c1
 : /, /, 7%, 98%[activator], /, 111%[activator]
58: COc1ccc(OC)c(NS(=O)(=O)c2ccc3c(c2)n(C)c(=O)n3C)c1
 : -17%, -9, 1%, -10%, -4, /
59: COc1ccc(NC(=O)c2cc(C)cc(C)c2)cc1S(=O)(=O)N1CCCCC1
 : /, /, 0%, ?, /, ?
60: CCN(C(=O)CO/N=C/c1ccc(OC)cc1OC)c1c(N)n(Cc2ccccc2)c(=O)[nH]c1=O
 : /, /, 2%, -21%, /, -1%
61: CC(=O)Nc1ccc(NC(=O)COc2ccc(S(=O)(=O)N3CCCC3)cc2)cc1
 : 1%, -17, 1%, ?, -1, ?
62: CCOC(=O)c1sc2ncc([N+](=O)[O-])cc2c1N
 : 3%, 11, 30%, 56%[activator], -1, 125%[activator]
63: Cc1c([C@H]2[C@@H](CC#N)C2(C)C)c2ccccc2n1C
 : 1%, -1, 0%, -14%, -1, -10%
